TIM10 inh: inhibits growth of TIM10 yeast strain. S. cerevisiae TIM10 strain growth, BacTiter-Glo luminescence, 24 h. inhibition, % at 10 µM. 330,000 compounds, 1.4% hits;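 active = inhibition of 40% or more at the single tested concentration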;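 also: wild-type TIM10 isogenic control strain grown at permissive 25 °C; 0% = DMSO yeast wells and 100% = minimal medium wells without yeast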
mIAP block: blocks mouse intestinal alkaline phosphatase; purified mouse IAP, CDP-Star luminescence, 30 min; inhibition, % at 10 µM; 330,000 compounds, 0.2% hits; AID 2806;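 active = inhibition of at least 40% at 10 µM in the primary screen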;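 also: plate controls were DMSO with enzyme for no effect and no enzyme wells for full effect; values of inactives mirror those of a sister screen read the other way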
Apaf1 inhib: human Apaf-1 inhibition | reconstituted apoptosome caspase-3 activity, DEVD-Rh110 fluorescence | inhibition, % at 20 µM | 330,000 compounds, 0.71% hits | O14727; active = inhibition of at least 40% at 20 µM;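 also: plate controls were DMSO wells for no effect and DEVD-CHO caspase inhibitor wells for full effect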
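System: Apoptosome proteins | Medium: Hepes pH 7.5 with detergent and BSA | Also added: Cytochrome c trigger plus (Z-DEVD)2-Rh110 caspase-3 substrate | Incubation: 30 min compound preincubation, 50 min activation, room temperature | Detection: Rhodamine 110 fluorescence at Ex 480/Em 540 nm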
ATG4B inhibitor: inhibitors of human ATG4B cysteine protease; 340,000 compounds, 0.51% hits; AID 504462; inhibition, % at 8.33 µM; ATG4B cleavage of LC3-PLA2, NBD-HPC fluorescence, 1 h; Q9Y4P1; in the data active = inhibition above about 40%
mIAP activ: mouse IAP activation. muIAP, CDP-Star luminescence, 30 min; hits give high values; 1 = vehicle-only enzyme signal, 0 = enzyme-free wells. activation factor at 10 µM. 330,000 compounds, 0.24% hits;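 active = activation factor of at least 2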; also: the source names both 10 and 20 µM as test concentration; values of inactives mirror those of a sister screen read the other way
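Assay system: mouse IAP enzyme; reagent: chemiluminescent substrate CDP-Star; dosing: test compounds delivered from DMSO solution; schedule: 30 min at room temperature; measured by: luminescence from enzymatic CDP-Star hydrolysis; controls: DMSO-only wells and no-enzyme negative control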
hIAP activ: human IAP activation; purified human IAP, CDP-Star luminescence, 30 min; hits give high values; 1 = vehicle-only enzyme, 0 = enzyme-free background; activation factor at 10 µM; 330,000 compounds, 0.16% hits;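 active = activation factor of the enzyme at least 2-fold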; also: the source names both 10 and 20 µM as test concentration; values of inactives mirror those of a sister screen read the other way
NLRP3 yeast inh: blocks the NALP3 inflammasome reconstituted in yeast. Yeast reconstituted NLRP3/ASC/caspase-1, beta-gal luminescence, 24 h. inhibition, % at 10 µM. 330,000 compounds, 0.39% hits;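 active = inhibition of 50% or more; inactive = inhibition below 50%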;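 also: plate controls were induced DMSO wells for no effect and uninduced yeast grown without galactose for full effect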
hIAP block: human IAP inhibition; 330,000 compounds, 0.12% hits; inhibition, % at 10 µM; purified IAP, CDP-Star luminescence, 30 min; AID 2544; P09923;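 active = inhibition reaching a set limit with compound at 10 µM in the primary screen, cut at about 35% in these data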;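 also: plate controls were DMSO wells with enzyme for no effect and no-enzyme buffer wells for full effect; values of inactives mirror those of a sister screen read the other way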
tim10-1 inh: inhibits growth of tim10-1 mutant yeast; S. cerevisiae tim10-1 ts strain growth, BacTiter-Glo, 24 h; inhibition, % at 20 µM; 330,000 compounds, 2.2% hits; AID 463190;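 active = inhibition of at least 40%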;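 also: mutant grown at 25 °C; 0% = DMSO wells with yeast and 100% = wells holding no yeast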
Numbers without * were called inactive.

No.	mol	TIM10 inh	mIAP block	Apaf1 inhib	ATG4B inhibitor	mIAP activ	hIAP activ	NLRP3 yeast inh	hIAP block	tim10-1 inh
1	O=C(Nc1ccc(F)cc1)c1ccc(S(=O)(=O)N2CCCC2)cc1	-17	5	-2	-6	0.95	1.1	7	-10	19
2	C[C@H](CO)N1C[C@H](C)[C@@H](CN(C)CC2CCCCC2)Oc2c(NC(=O)CCC(F)(F)F)cccc2C1=O	7	-14	41*	-13	1.1	1.1	12	-15	20
3	CCOC(=O)c1ccccc1NC(=O)COC(=O)C1CCN(S(=O)(=O)c2ccccc2C(=O)OC)CC1	3	6	27	-8	0.94	0.88	4	12	5
4	NS(=O)(=O)c1ccc(CCNS(=O)(=O)c2ccc3c(c2)NC(=O)CO3)cc1	5	-2	0	2	1	1.1	10	-14	-3
5	CCN(c1cccc(C)c1)S(=O)(=O)c1ccc(-c2coc(C)n2)cc1	-7	-3	5	-3	1	0.93	24	7	25
6	CC(=O)c1ccc(NC(=O)C(Cc2ccccc2)NC(=O)c2ccco2)cc1 (stereo not given)	6	27	-5	-12	0.73	1.1	5	-10	17
7	COc1ccc(NC(=O)CN(C)C(=O)c2cn(-c3ccccc3)nc2-c2ccc(Cl)cc2)cc1	14	-10	34	-10	1.1	1.1	9	-8	41*
8	O=C(c1ccco1)N1CCCN(Cc2nc(-c3cccs3)no2)CC1	-11	2	-14	0	0.98	0.95	15	5	6
9	Cc1nc(SCC(=O)Nc2cccc(C(=O)O)c2)n[nH]1	-2	14	-6	-1	0.86	1.1	-2	-11	12
10	Cc1ccc(S(=O)(=O)N(C)C)cc1NC(=O)C(C)NC(C)c1cccs1 (stereo not given)	-10	-1	-1	-4	1	1	6	0	23
11	CCn1c(C)nnc1SCC(=O)Nc1cccc(C(F)(F)F)c1	-5	-1	11	-8	1	1	13	-3	7
12	Cc1ccc(NC2=CC(=O)C(=O)c3ccccc32)c(C)c1	22	1	87*	14	0.99	0.94	6	6	10
13	CSc1nsc(SCC(=O)Nc2ccccc2)n1	-13	-3	6	-1	1	1.2	23	-16	-10
14	Cc1ccccc1C(=O)NC1CC(C)(C)NC(C)(C)C1	5	-4	1	1	1	0.97	-10	3	-5
15	Cc1ccc(N=Cc2cc3c(cc2[N+](=O)[O-])OCO3)cc1[N+](=O)[O-]	-10	30	40	4	0.7	0.99	19	0	17
16	CC1(c2ccccc2Cl)NC(=O)N(CC(=O)NCc2ccc3c(c2)OCO3)C1=O (stereo not given)	-1	5	-4	-3	0.95	1	-3	-5	25
17	Cn1c(-c2ccc3c(c2)OCO3)cnc1NCc1cccc(O)c1	0	-3	2	3	1	1.1	23	-14	-4
18	CC(=O)/C(C#N)=C1\NC(=O)C(Cc2ccccc2C)S1 (stereo not given)	10	2	-21	-1	0.98	0.98	14	2	-5
19	CCN(CC)C(=O)CSc1nc2ccc(NC(=O)CSc3nccn3C)cc2s1	7	21	-3	-16	0.79	0.89	12	11	-5
20	CCCn1nnnc1NCc1ccc(F)cc1	-1	-3	-5	-11	1	0.96	4	4	9
21	CC(=O)c1cccc(NC(=O)NCCS(C)=O)c1 (stereo not given)	-5	14	-3	-1	0.86	1.1	8	-9	4
22	CN(C(=O)Cc1c(C(=O)O)n(C)c2ccccc12)c1cccc(C(F)(F)F)c1	8	6	-3	-4	0.94	0.94	3	6	-9
23	O=C(O/N=C(\c1ccccc1)c1ccccn1)c1cccc2ccccc12	9	9	12	-4	0.91	1	42	-3	29
24	COC(=O)c1ccc(Nc2cc(C)nc(-c3ccccc3O)n2)cc1	2	-7	-2	0	1.1	0.85	4	15	18
25	Cc1cccc(C(=O)O/N=C2/CC3CCC2(C)C3(C)C)c1 (stereo not given)	65*	10	21	4	0.9	1	8	0	50*

Looked up one by one from the list above:
No.	mol	TIM10 inh	mIAP block	Apaf1 inhib	ATG4B inhibitor	mIAP activ	hIAP activ	NLRP3 yeast inh	hIAP block	tim10-1 inh
12	Cc1ccc(NC2=CC(=O)C(=O)c3ccccc32)c(C)c1	22	1	87*	14	0.99	0.94	6	6	10
21	CC(=O)c1cccc(NC(=O)NCCS(C)=O)c1 (stereo not given)	-5	14	-3	-1	0.86	1.1	8	-9	4
24	COC(=O)c1ccc(Nc2cc(C)nc(-c3ccccc3O)n2)cc1	2	-7	-2	0	1.1	0.85	4	15	18

Further results:
No.	mol	TIM10 inh	mIAP block	Apaf1 inhib	ATG4B inhibitor	mIAP activ	hIAP activ	NLRP3 yeast inh	hIAP block	tim10-1 inh
26	Clc1cc(Br)ccc1NCc1cccnc1	29	6	2	-6	0.94	0.89	37	11	13
27	Cc1cccc(N2C(=O)c3ccc(C(=O)Nc4c[nH]c(=O)[nH]c4=O)cc3C2=O)c1	-4	-5	-25	-2	1.1	0.93	-20	7	7
28	Cc1cc(Br)ccc1NC(=S)N1CCOCC1	5	5	-9	-10	0.95	1.1	13	-14	0
29	Cc1ccc(S(=O)(=O)N(CCC(=O)NCc2ccccc2F)c2ccccc2)cc1	-3	-11	10	-5	1.1	1.1	32	-12	22
30	Cc1cnc(C)c(N2CCC(C(=O)NCc3ccco3)CC2)n1	-14	-2	-3	1	1	0.95	9	5	3
31	O=C(COc1ccc(/C=N/NS(=O)(=O)c2ccccc2)cc1)Nc1cccc(Cl)c1	6	1	21	-17	0.99	1.1	5	-13	2
32	O=C1c2ccccc2CC1(Cc1ccccc1)Cc1ccccc1	6	4	22	-9	0.96	1.1	1	-8	34
33	CCC1Nc2ncnc(N3CCN(c4ccccn4)CC3)c2N(Cc2ccc(Cl)cc2)C1=O (stereo not given)	7	8	10	4	0.92	0.88	51*	12	-7
34	NC(=O)c1ccc[n+](CC(=O)c2ccc(Br)cc2)c1	8	2	-11	-2	0.98	0.98	17	2	1
35	Cc1ccc(C)c(SCC(=O)N(C)C2CCS(=O)(=O)C2)c1 (stereo not given)	-5	6	-11	3	0.94	0.98	12	2	-12
36	CCOC(=O)Cn1c(C)cc(=O)c2cccc(C)c21	1	-1	-11	-7	1	1.1	17	-11	15
37	CCN(CC)C(=O)C(=O)Nc1cccc(Br)c1	2	0	1	-3	0.99	1.1	14	-10	4
38	CC(C)=CCN1CCN(Cc2coc3ccc(C)cc3c2=O)CC1CCO (stereo not given)	-1	-3	5	-4	1	1.1	16	-11	-9
39	C#CCOCCOCCOCCNc1nc(N2CCOCC2)nc(N2CCN(C(=O)CCCCCCCCCCNC(=O)[C@H]([C@@H](C)CC)n3cc(CCCCN=C(N)N)nn3)CC2)n1	20	-154	60*	1	2.5*	1.1	10	-8	6
40	Cc1ccc(NC(=O)c2cc(S(=O)(=O)Nc3ccc(C)cc3)cs2)cc1	32	5	29	-7	0.95	0.94	7	6	11
41	CCOc1ccccc1N(C)C(=O)c1cn(CC)c(=O)c2cc(OC)c(OC)cc12	34	-2	1	14	1	1.1	23	-7	28
42	COc1cccc(C(C(=O)NCc2ccccc2)N(C(=O)c2csnn2)C2CC2)c1 (stereo not given)	14	4	9	-3	0.96	0.98	18	2	18
43	N#Cc1c(NC(=O)COC(=O)c2ccc(F)cc2)sc2c1CCC2	-2	3	-8	-4	0.97	1	2	-3	6
44	CCc1ccc(-c2csc3nc[nH]c(=O)c23)cc1	-2	0	2	-9	1	0.77	23	24	-2
45	Cc1ccc(NC(=O)c2ccc(OCC3CCCO3)cc2)cc1 (stereo not given)	-2	8	10	-5	0.92	0.99	18	1	-24
46	COC(=O)c1ccccc1NC(=O)CSc1n[nH]c(CC(C)C)n1	2	-15	9	-3	1.1	1.3	4	-31	14
47	CCOc1ccc(CCNC(=O)CN2C(=O)NC3(CCCCC3)C2=O)cc1OCC	-2	5	-1	-5	0.95	1.1	8	-13	-19
48	C=C1c2cc(C)ccc2NC(=O)N1c1ccccc1	25	1	2	-9	0.99	1.1	23	-6	5
49	O=C(/C=C/c1ccc(Cl)c(Cl)c1)NCCCn1ccnc1	-14	8	0	1	0.92	1.2	12	-16	-10
50	Cc1ccc(/C=C/C(=O)NC(=S)N2CCN(C)CC2)cc1	5	-3	-3	4	1	1.1	10	-13	12

No.	mol	TIM10 inh	mIAP block	Apaf1 inhib	ATG4B inhibitor	mIAP activ	hIAP activ	NLRP3 yeast inh	hIAP block	tim10-1 inh
51	O=C(CCCN1C(=O)c2cccc3cccc(c23)C1=O)N1CCN(c2ccccc2)CC1	17	1	19	-9	0.99	1.1	-1	-12	17
52	CCOC(=O)CSc1nc2ccc(NC(=O)CSc3nnnn3Cc3ccccc3)cc2s1	-19	12	3	-8	0.88	0.87	5	13	12
53	Cc1ccc(OCC(=O)NNC(=O)CSC(=S)N2CCCC2)cc1	-8	9	-10	0	0.91	1.7	10	-66	-17
54	COc1cc(/C=N/Nc2ccc(C(F)(F)F)cn2)cc(OC)c1O	2	4	5	-8	0.96	0.89	29	11	5
55	CCOC(=O)c1cccc(Nc2ncnc3ccccc23)c1	9	0	-9	-6	1	0.83	26	17	-6
56	Cc1cccc(NC(=S)NNC(=O)CCn2nc(C)c([N+](=O)[O-])c2C)c1	11	0	4	5	1	0.82	23	18	12
57	CC(=O)NS(=O)(=O)c1ccc(NS(=O)(=O)c2ccc(F)cc2)cc1	-11	2	8	1	0.97	0.99	-4	1	2
58	CCOc1ccccc1-n1c(SCC(=O)N2CCCc3ccccc32)nnc1-c1cccnc1	13	-2	10	4	1	0.9	6	10	9
59	Cc1c(Cl)cccc1NC(=O)Cn1c(CCC(=O)O)ccc1-c1ccc(Cl)cc1	-3	10	-1	15	0.9	1.1	10	-14	8
60	Cc1cc(NC(=O)CN2C(=O)NC(CC(C)C)C2=O)ccc1Br (stereo not given)	-2	-11	15	0	1.1	1.1	12	-7	-20
61	Cc1ccccc1NC(=O)C1Cc2ccccc2CN1C(=O)c1ccco1 (stereo not given)	6	-3	18	0	1	1.2	-9	-18	0
62	Cc1ccc(CN2CCN(Cc3c(C)nn(-c4ccc(F)cc4)c3C)CC2CCO)o1 (stereo not given)	9	2	-8	-12	0.98	1.1	8	-10	14
63	COC(=O)c1c(NC(=O)CN2CCN(c3ccccc3OC)CC2)c2cc(C)ccc2n1C	7	-1	12	-12	1	1.1	18	-11	-14
64	Cc1ccc(NC(=S)NC(=O)C2CCCC2)cc1C	22	11	14	13	0.89	1.1	42	-13	29
65	COc1ccccc1Oc1ccc(NC(=O)Cc2ccccc2)cc1	6	-18	-3	3	1.2	0.99	29	0	4
66	O=c1[nH]c(-c2ccccn2)cc2ccccc12	-10	6	-5	-3	0.94	1	47	-4	-32
67	NC(=S)N/N=C/c1ncc(C(F)(F)F)cc1Cl	1	2	-5	-8	0.98	0.85	27	15	21
68	Cc1ccc(S(=O)(=O)NCCC(=O)Nc2nccs2)cc1	-10	-9	-6	11	1.1	1.1	6	-6	-1
69	CC1(C)Cc2c(sc3c2C(=O)N(c2ccccc2)C2=NCCN23)CS1	12	1	0	2	0.99	1.2	12	-16	26
70	Cc1noc(NS(=O)(=O)c2ccc(N/C=C\C(=O)c3cccc4ccccc34)cc2)c1C	5	0	7	20	1	0.98	24	2	8
71	Cc1ccc(/C(O)=C2\C(=O)C(=O)N(Cc3cccnc3)C2c2ccccc2[N+](=O)[O-])cc1 (stereo not given)	12	9	-4	-2	0.91	0.83	13	17	12
72	CC(Oc1ccc2c3c(c(=O)oc2c1)CCC3)C(=O)NCC1CCC(C(=O)O)CC1 (stereo not given)	-2	0	-8	-21	1	0.83	-3	17	5
73	CN(C)c1cccc(C(=O)OC(C(=O)Nc2ccc(Cl)cc2C(F)(F)F)c2ccccc2)c1 (stereo not given)	13	4	14	7	0.96	0.98	11	2	14
